Source: PubChem
Bim-Bcl-W = human Bim-Bcl-W interaction inhibition. Q92843. bead-based flow cytometry, Bim peptide-Bcl-W binding. inhibition, % at 10 µM. actives 0.02% (n = 190,000);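 also: 0% = bound tracer without compound and 100% = peptide blocker; higher means less fluorescent Bim peptide bound to Bcl-W beads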
Target sequence (Q92843 whole entry, looked up): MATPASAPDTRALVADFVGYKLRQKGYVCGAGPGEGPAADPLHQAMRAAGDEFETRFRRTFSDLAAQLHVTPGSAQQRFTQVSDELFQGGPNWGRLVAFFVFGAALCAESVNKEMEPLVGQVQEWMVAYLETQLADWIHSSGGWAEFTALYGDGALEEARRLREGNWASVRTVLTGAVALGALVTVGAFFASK
GSH fluor = GSH bead compound fluorescence profile | GSH beads flow cytometry, compound fluorescence 488/530 nm; active compounds read high | fluorescence (KMESF) at 10 µM | actives 0.25% (n = 190,000); in the data active = fluorescence above about 89;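 also: glutathione beads carrying GST-tagged Bcl family fusion proteins plus one bare bead set; values are compound well signal with DMSO vehicle wells as background; inactives centre near 16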
ABCG2 inh = blocks JC-1 efflux by human ABCG2 transporter; Q9UNQ0; inhibition, % at 6.6 µM; IgMXP3 cells, flow cytometry; AID 1325; actives 0.1% (n = 190,000);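 active = inhibition above 80%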;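 also: 0% = DMSO and 100% = nicardipine control wells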
Target sequence (Q9UNQ0 whole entry, looked up): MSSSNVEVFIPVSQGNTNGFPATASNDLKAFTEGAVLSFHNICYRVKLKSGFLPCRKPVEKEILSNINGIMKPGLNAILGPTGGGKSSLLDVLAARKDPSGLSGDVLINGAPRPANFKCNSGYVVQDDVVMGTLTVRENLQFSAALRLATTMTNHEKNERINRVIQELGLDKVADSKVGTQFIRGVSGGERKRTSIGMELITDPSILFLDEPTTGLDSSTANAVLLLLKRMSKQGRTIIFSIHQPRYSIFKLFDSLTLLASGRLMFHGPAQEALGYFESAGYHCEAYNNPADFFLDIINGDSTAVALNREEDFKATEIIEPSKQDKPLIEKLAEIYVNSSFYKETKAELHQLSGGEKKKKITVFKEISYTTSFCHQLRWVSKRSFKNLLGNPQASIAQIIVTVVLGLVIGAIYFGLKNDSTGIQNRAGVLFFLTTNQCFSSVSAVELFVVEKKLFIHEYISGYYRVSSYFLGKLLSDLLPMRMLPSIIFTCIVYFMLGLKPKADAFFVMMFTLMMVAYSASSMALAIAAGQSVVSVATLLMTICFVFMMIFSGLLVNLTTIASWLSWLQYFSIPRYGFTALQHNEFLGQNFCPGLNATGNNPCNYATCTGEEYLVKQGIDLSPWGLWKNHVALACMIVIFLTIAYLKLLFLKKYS
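System: two drug-resistant human cell lines, ABCG2 and ABCB1; controls: nicardipine high and DMSO low controls; times: 10 min exposure at 25 °C with rotation, no wash; detection: flow cytometry of retained JC-1 fluorescence; read-out basis: percent efflux inhibition, scaled nicardipine 100% to DMSO 0%; doses: one concentration, 6.6 µM final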
Bcl-2 Bim block = human Bim-Bcl-2 interaction inhibition; AID 950; P10415; actives 0.06% (n = 190,000); Bead-based flow cytometry, Bim peptide-Bcl-2 binding; inhibition, % at 10 µM; in the data active = inhibition above about 40%; inconclusive = no clear call, values can overlap the other calls;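 also: 0% = no compound wells with probe peptide and 100% = reference peptide inhibitor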
RGS8-Gao = regulators of human RGS8-Galphao interaction; P09471; actives 0.34% (n = 220,000); multiplexed bead flow cytometry, RGS8-Galphao binding; actives lie on both sides; response (percent of control binding), % at 10 µM; in the data active = response below about 60% or above about 140%; inactive = in between;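 also: Galphao activated as the GDP aluminium fluoride complex binding bead-coupled RGS8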
ABCB1 inh = inhibitors of human ABCB1 transporter, ABCG2 counter-screen | inhibition, % at 6.6 µM | AID 1326 | CCRF-Adr cells, JC-1 efflux, flow cytometry | actives 0.067% (n = 190,000); in the data active = inhibition above about 40%;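 also: 0% = vehicle and 100% = reference inhibitor; higher value means more JC-1 retained so stronger ABCB1 efflux block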
RGS4-Gao reg = modulates binding of RGS4 to human Galphao. P09471. Multiplexed bead flow cytometry; actives lie on both sides. binding response (% of control), % at 10 µM. actives 0.33% (n = 220,000); in the data active = binding response below about 49% or above about 150%; inactive = in between;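 also: fluorescent Galphao activated with aluminum fluoride binding bead-coupled RGS4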
Bim-Bcl-B = inhibitors of Bim-Bcl-B interaction, human; bead-based flow cytometry, Bim peptide-Bcl-B binding; Q9HD36; inhibition, % at 10 µM; actives 0.073% (n = 190,000); AID 951;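 also: 0% = tracer peptide without compound and 100% = reference inhibitor peptide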
Bfl-1 Bim block = disrupts Bim binding to human Bfl-1; Bead-based flow cytometry, Bim-Bfl-1 binding inhibition; Q16548; inhibition, % at 10 µM; actives 0.12% (n = 190,000);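 also: 0% = wells without compound plus tracer and 100% = blocker peptide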
Bcl-XL Bim block = disrupts Bim peptide binding to human Bcl-XL | inhibition, % at 10 µM | Q07817 | actives 0.04% (n = 190,000) | bead flow cytometry, fluorescence
RGS7-Gao reg = regulators of human RGS7-Galphao interaction | P09471 | Multiplexed bead flow cytometry, RGS7-Galphao binding; actives lie on both sides | binding response (% of control), % at 10 µM | actives 0.35% (n = 220,000) | AID 1439; in the data active = binding response below about 49% or above about 150%; inconclusive = no clear call, values can overlap the other calls; inactive = in between;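 also: fluorescent Galphao held in activated GDP-AlF4 state binding bead-coupled RGS7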
Starred values were filed as active, the others as inactive; ? = inconclusive; & = joins results of further samples. Rule as the data show it, unless noted: active = inhibition above about 40%.

1	CN1CCN(c2nc(N(C)C)oc(=O)c2C#N)CC1
2	CCCCCn1c(N)c(C(=O)NCCN2CCOCC2)c2nc3ccccc3nc21
3	Fc1ccccc1CNC1CN2CCC1CC2 (centres undefined)
4	C=CCn1c(O)c(C(C)=Nc2ccc(NC(C)=O)cc2)c(=O)[nH]c1=O
5	COC(=O)C(O)(c1ccc(NC(=S)NC(=O)c2ccc(Cl)cc2Cl)c(C)c1)C(F)(F)F (centres undefined)
6	C=Cc1ccc(Cn2c(C(=O)O)c(C=O)c3ccccc32)cc1
7	O=C(Nc1cccc2ccccc12)c1nn(C23CC4CC(CC(C4)C2)C3)cc1Br
8	C[C@H]1O[C@@H](O[C@H]2[C@@H](O)C[C@H](O[C@H]3[C@@H](O)C[C@H](O[C@H]4CC[C@@]5(C)[C@H](CC[C@@H]6[C@@H]5CC[C@]5(C)[C@@H](C7=CC(=O)OC7)CC[C@]65O)C4)O[C@@H]3C)O[C@@H]2C)C[C@H](O)[C@@H]1O
screen / no. | 1 | 2 | 3 | 4 | 5 | 6 | 7 | 8
RGS4-Gao reg | 103 | 101 | 109 | 97 | 99 | 99 | 102 | 103
Bim-Bcl-W | 2 | -1 | 0 | 2 | -1 | 0 | 0 | -4
Bim-Bcl-B | -11 | -4 | -2 | -7 | -3 | -5 | -6 | 0
ABCG2 inh | 2 | 8 | 5 | 1 | -10 | 9 | 3 | 1
RGS7-Gao reg | 98 | 100 | 113 | 92 | 96 | 97 | 105 | 98
ABCB1 inh | 0.5 | 1.5 | 0.8 | 0.1 | -1.1 | -1.0 | 0.2 | -0.2
RGS8-Gao | 101 | 101 | 106 | 98 | 97 | 101 | 101 | 100
Bcl-2 Bim block | -10 | 0 | -2 | -7 | -7 | -5 | -3 | -1
GSH fluor | 14 | 16 | 12 | 57 | 12 | 11 | 21 | 22
Bcl-XL Bim block | -7 | 1 | 0 | -4 | -3 | -2 | -3 | -3
Bfl-1 Bim block | -9 | 1 | -8 | -11 | -5 | -3 | -11 | -2

9	C=CCn1c(O)c(C(C)=NCc2cccnc2)c(=O)[nH]c1=O
10	O=C(c1cc(S(=O)(=O)N2CCOCC2)ccc1F)N1CCC2(CC1)OCCO2
11	CN1CCC(O)(c2ccc(Cl)cc2)C(C(=O)c2ccc(Cl)cc2)C1 (centres undefined)
12	CC(C)(C)NC(=S)N1CCn2cccc2C1c1cccnc1 (centres undefined)
13	C=CCN(CC=C)C(=O)Nc1ccc(OCC)cc1
14	CCCCCCn1c(O)c(C=NC2CCCCC2N)c(=O)[nH]c1=O (centres undefined)
15	Cc1ccc(-c2ccc(=O)n(CCC(=O)N3CCC4(CC3)OCCO4)n2)cc1
16	Cc1ccc2c(c1)CC1(CN2C)C(=O)NC(=O)N(c2cccc(C)c2C)C1=O (centres undefined)
screen / no. | 9 | 10 | 11 | 12 | 13 | 14 | 15 | 16
RGS4-Gao reg | 77 | 99 | 101 | 103 | 99 | 103 | 100 | 97
Bim-Bcl-W | 1 | -4 | 0 | 0 | 2 | 4 | -2 | -2
Bim-Bcl-B | -1 | 0 | -1 | -2 | -1 | 1 | -3 | -7
ABCG2 inh | 3 | 0 | 1 | 1 | 5 | 1 | 1 | -3
RGS7-Gao reg | 81 | 100 | 98 | 101 | 94 | 102 | 99 | 98
ABCB1 inh | 0.9 | 0.1 | 1.2 | 0.6 | 0.1 | 0.3 | 0.8 | -2.3
RGS8-Gao | 86 | 101 | 101 | 102 | 103 | 104 | 102 | 98
Bcl-2 Bim block | 0 | 0 | -1 | 1 | -2 | 0 | -1 | -7
GSH fluor | 6 | 25 | 11 | 15 | 13 | 5 | 16 | 36
Bcl-XL Bim block | 5 | 0 | 1 | -3 | 3 | -2 | -4 | -2
Bfl-1 Bim block | 2 | -1 | 3 | -3 | -3 | -3 | -2 | -9

17	O=c1[nH]c(=O)n(CC2CCCO2)c(O)c1/C=C1\C=Nc2ccccc21 (centres undefined)
18	NP(=O)(OCC(F)(F)F)Oc1ccc(Cl)cc1 (centres undefined)
19	CCOC(=O)N(C)c1ccc(C(O)(C(=O)OCC)C(F)(F)F)cc1 (centres undefined)
20	CCN(CC)C(=O)c1ccc(NC(=O)CSc2nnnn2-c2cc(OC)ccc2OC)cc1
21	COc1ccc(C(=O)CC2C(=O)N(C)C(=O)N(C)C2=O)cc1
22	O=C(c1cccc([N+](=O)[O-])c1)C12CN3CN(CN(C3)C1)C2
23	CN(C)P(=NC(=S)c1cccn1C)(N(C)C)N(C)C
24	O=c1[nH]c(=O)n(CCc2ccc(F)cc2)c(O)c1C=NCCCN1CCOCC1
screen / no. | 17 | 18 | 19 | 20 | 21 | 22 | 23 | 24
RGS4-Gao reg | 96&102 | 101 | 103 | 99 | 93 | 100 | 107 | 91
Bim-Bcl-W | -3 | -3 | 0 | -3 | 1 | -3 | -6 | -4
Bim-Bcl-B | -2 | 1 | -8 | -9 | -5 | -4 | -24 | -2
ABCG2 inh | -1 | 10 | 3 | 25 | 0 | -1 | 3 | 2
RGS7-Gao reg | ? | 99 | 103 | 102 | 96 | 96 | 116 | 93
ABCB1 inh | 0.1 | 0.4 | 0.6 | 3.4 | -0.1 | 1.1 | 0.4 | 0.4
RGS8-Gao | 99&102 | 99 | 100 | 100 | 96 | 100 | 101 | 97
Bcl-2 Bim block | 0 | -5 | -9 | -11 | -13 | -3 | -7 | 0
GSH fluor | 10 | 10 | 25 | 39 | 24 | 11 | 27 | 7
Bcl-XL Bim block | -6 | -1 | -4 | -11 | -4 | -5 | -12 | -8
Bfl-1 Bim block | 0 | -2 | -12 | -13 | -13 | -7 | -15 | -1

25	O=c1c2ccccc2nc(-c2ccco2)n1-c1ccccc1
26	NC(=O)CN1CC(c2ccccc2)CC1=O (centres undefined)
27	Cc1ccc(S(=O)(=O)Nc2cc(C(=O)N3CCC4(CC3)OCCO4)ccc2N2CCCCC2)cc1
28	Fc1ccc(C(OCCN2CCCC2)c2ccc(F)cc2)cc1
29	CCCCOCCCn1c(N)c(C(=O)OC(C)COC)c2nc3ccccc3nc21 (centres undefined)
30	O=C(N/N=C/c1c(O)n(CCC2=CCCCC2)c(=O)[nH]c1=O)c1ccccc1
31	O=C1NC(=O)N(Cc2ccccc2)C(=O)/C1=C\N1CCCc2ccccc21
32	Cc1ccccc1-c1nc(CS(=O)CC(=O)N2CCC3(CC2)OCCO3)c(C)o1 (centres undefined)
screen / no. | 25 | 26 | 27 | 28 | 29 | 30 | 31 | 32
RGS4-Gao reg | 118 | 96 | 104 | 102 | 102 | 94 | 98 | 103
Bim-Bcl-W | -5 | -5 | 4 | -1 | -2 | -3 | 9 | 0
Bim-Bcl-B | -9 | -2 | -1 | -7 | 0 | -10 | 13 | 0
ABCG2 inh | 6 | 5 | 2 | 5 | 10 | 1 | -5 | 9
RGS7-Gao reg | 109 | 104 | 100 | 103 | 101 | 91 | 97 | 106
ABCB1 inh | 0.4 | 0.6 | 2.8 | 0.3 | 1.2 | 0.1 | -0.8 | 2.2
RGS8-Gao | 106 | 105 | 103 | 101 | 100 | 94 | 102 | 101
Bcl-2 Bim block | 6 | -4 | -5 | -11 | 0 | -3 | 16 | 0
GSH fluor | 125* | 12 | 24 | 13 | 15 | 20 | 9 | 17
Bcl-XL Bim block | -3 | -4 | -2 | -5 | -2 | -9 | 10 | 1
Bfl-1 Bim block | 0 | -4 | -9 | -14 | 0 | -9 | 13 | 0

33	CCc1nc2ccc(N3CCN(C)CC3)cc2nc1CC
34	Cn1cc(C(=O)Cc2ccccc2)c2ccccc21
35	c1ccc2cc(C3N4CCCN34)ccc2c1 (centres undefined)
36	CCn1c(O)c(C=Nc2cc(Cl)ccc2Cl)c(=O)n(CC)c1=O
37	CSc1ccc(CNC(C)C(O)c2ccccc2)cc1 (centres undefined)
38	O=C1CC(N2CCC(n3c(=O)[nH]c4ccccc43)CC2)C(=O)N1c1ccc(F)cc1 (centres undefined)
39	CCc1sc(C(=O)N2CCC3(CC2)OCCO3)cc1Br
40	CN1C(=O)N(C)C(=O)C2(Cc3c(ccc4ccccc34)N(C)C2)C1=O
41	CC(/C=C(\C)Nc1ccccc1)=Nc1ccccc1
42	O=C(CN1C(=O)CN=C(c2ccccc2)c2ccccc21)NCc1ccco1
screen / no. | 33 | 34 | 35 | 36 | 37 | 38 | 39 | 40 | 41 | 42
RGS4-Gao reg | 101 | 100 | 98 | 107 | 98 | 98 | 101 | 101 | 105 | 99
Bim-Bcl-W | -4 | -6 | -2 | 0 | -1 | -1 | -1 | 1 | 0 | 0
Bim-Bcl-B | -1 | -5 | -2 | -1 | 0 | -9 | -4 | -3 | 21 | -11
ABCG2 inh | 6 | 17 | 0 | 10 | -2 | 3 | 2 | 6 | -1 | 1
RGS7-Gao reg | ? | 101 | 94 | 106 | ? | 100 | 99 | 100 | ? | 101
ABCB1 inh | 2.5 | 0.6 | -0.4 | 0.4 | 1.1 | 1.0 | 0.4 | 1.3 | 0.2 | 0.6
RGS8-Gao | 100 | 100 | 99 | 104 | 101 | 97 | 105 | 101 | 102 | 99
Bcl-2 Bim block | 0 | -7 | -5 | 1 | 0 | -4 | -2 | 2 | 2 | -6
GSH fluor | 13 | 17 | 13 | 22 | 17 | 8 | 11 | 9 | 6 | 38
Bcl-XL Bim block | -2 | -8 | -1 | -2 | -6 | -4 | -6 | -5 | -2 | -5
Bfl-1 Bim block | -5 | -10 | -5 | 1 | 3 | -10 | -3 | -1 | 2 | -12

Some of the compounds tested (hit frequency here may not be typical).
